Screening results deposited in PubChem by The Scripps Research Institute Molecular Screening Center.
Tn6 DDE FP: inhibitors of Tn6 peptide binding to human fibrin DD(E) | hit rate 0.21% among 370,000 | P02675 | inhibition, % at 8.3 µM | Fibrin DD(E) TRITC-Tn6 fluorescence polarization displacement;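 active means inhibition above a per-campaign cutoff: mean of compounds within control limits plus 3 SD, cut at about 15% in these data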;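 further: 0% = median of all compound wells on the plate and 100% = blocking peptide control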
PLC-gamma1 inh: PLC-gamma1 (human) inhibition, primary screen; P19174; purified PLC-gamma1, fluorogenic substrate, fluorescence; inhibition, % at 12.2 µM; hit rate 0.84% among 370,000; AID 720700; in the data active means inhibition above about 9.5%
DDE Tn7 FP inh: DD(E)-Tn7 binding inhibition, primary FP screen. hit rate 0.13% among 370,000. FP displacement of FITC-Tn7 peptide from fibrin DD(E); 0% = median of compound wells per plate. inhibition, % at 8.3 µM. P02675. AID 720508;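 active means inhibition above the mean of compounds falling within the control limits plus 3 SD of them, cut at about 14% in these data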;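 further: 0% = plate median of compound wells and 100% = 10 µM Aha-Tn7 peptide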
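Assay system: human fibrin DD(E). Input: DD(E) 2 µM final. Medium: Tris buffer with calcium and detergent, pH 7.8. Compound dosing: single point at 8.3 µM. Timing: 10 min plus 3 h, room temperature. Technique: fluorescence polarization of the labelled Tn7 tracer. Read-out: percent inhibition. Replicates: singlicate testing.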
proKLK7 act: activators of human kallikrein-7 zymogen. purified proKLK7, EDANS-DABCYL substrate fluorescence; 100% is mature enzyme control, 0% vehicle. P49862. hit rate 0.9% among 370,000. activation, % at 7 µM;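 active means activation above the mean of all tested compounds plus 3 SD, computed per campaign excluding outliers beyond control limits, cut at about 13% in these data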
UHRF1 MBD2 ctr: blocks human UHRF1 binding to methylated DNA | hit rate 0.75% among 370,000 | inhibition, % at 4.4 µM | Q96T88 | AID 687016 | UHRF1 binding to methylated oligo, TR-FRET; in the data active means inhibition above about 21%;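 further: UHRF1 SRA domain binding a hemimethylated CpG hairpin DNA probe; 0% = median of test compound wells and 100% = reference inhibitor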
Target sequence (Q96T88 whole entry, looked up, the tested form may be a part): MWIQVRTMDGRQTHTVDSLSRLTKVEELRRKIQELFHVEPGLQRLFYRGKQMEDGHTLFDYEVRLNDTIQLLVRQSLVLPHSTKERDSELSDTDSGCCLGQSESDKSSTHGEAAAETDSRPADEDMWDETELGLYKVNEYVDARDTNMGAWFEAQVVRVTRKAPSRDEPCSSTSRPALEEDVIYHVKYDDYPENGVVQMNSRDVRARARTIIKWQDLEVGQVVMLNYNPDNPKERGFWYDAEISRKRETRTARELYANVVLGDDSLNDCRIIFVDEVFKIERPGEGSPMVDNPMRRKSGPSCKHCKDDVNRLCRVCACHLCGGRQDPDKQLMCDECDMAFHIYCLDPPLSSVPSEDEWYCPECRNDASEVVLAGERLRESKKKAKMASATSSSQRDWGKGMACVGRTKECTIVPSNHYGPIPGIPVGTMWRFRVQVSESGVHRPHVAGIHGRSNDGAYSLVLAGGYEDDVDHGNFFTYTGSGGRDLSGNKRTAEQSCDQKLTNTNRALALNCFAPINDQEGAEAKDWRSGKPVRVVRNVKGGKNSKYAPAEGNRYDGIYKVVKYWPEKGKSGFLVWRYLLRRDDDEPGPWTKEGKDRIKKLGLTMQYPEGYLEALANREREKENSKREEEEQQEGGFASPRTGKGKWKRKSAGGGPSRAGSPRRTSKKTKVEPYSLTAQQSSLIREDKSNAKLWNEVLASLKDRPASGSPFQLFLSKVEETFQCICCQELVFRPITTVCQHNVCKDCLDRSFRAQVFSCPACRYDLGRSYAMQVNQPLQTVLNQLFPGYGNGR
PLC-beta3 inh: inhibitors of human phospholipase C beta3; hit rate 0.18% among 370,000; Q01970; AID 720704; Purified PLC-beta3, fluorogenic substrate, fluorescence; inhibition, % at 12.2 µM; in the data active means inhibition above about 11%;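 further: 0% = median of compound wells on plate and 100% = full blocker control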
MBD2 inh: inhibitors of human MBD2 binding to methylated oligonucleotide. Q9UBB5. TR-FRET. inhibition, % at 4.4 µM. hit rate 0.31% among 370,000. AID 686964; in the data active means inhibition above about 13%
ARFGAP1 inhibitor: inhibits rat ARF GTPase activating protein 1 | Q62848 | Arfgap1-stimulated ARF1 GTP hydrolysis, GDP FP detection | AID 651572 | hit rate 0.26% among 360,000 | inhibition, % at 16.5 µM;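 active means inhibition above a per-plate limit, mean inhibition of low control wells plus 3 SD, cut at about 25% in these data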;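 further: 0% = DMSO wells with enzyme and 100% = wells lacking Arfgap1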
Target sequence (Q62848 1-136 limits assumed): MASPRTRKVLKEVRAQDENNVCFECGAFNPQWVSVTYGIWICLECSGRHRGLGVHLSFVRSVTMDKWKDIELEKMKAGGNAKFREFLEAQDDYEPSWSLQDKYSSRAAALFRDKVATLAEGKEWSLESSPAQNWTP
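Material: rat Arfgap1 catalytic domain, aa 1-136; also added: human ARF1(Δ1-17)-GTP substrate; compound dosing: one concentration, 16.5 µM, DMSO 1.26%; incubation: GTP hydrolysis reaction 2 h at 25 °C; measured by: Tracer-displacement fluorescence polarization with EDTA stop, 620/688 nm; evaluation: % inhibition from polarization; repeats: one replicate per compound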
ASAP1 inh: ASAP1 ArfGAP inhibition; Q9ULH1; hit rate 0.19% among 360,000; ASAP1-stimulated ARF1 GTP hydrolysis, GDP FP detection; inhibition, % at 16.5 µM; AID 624377; in the data active means inhibition above about 25%;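 further: 0% = vehicle with enzyme and substrate and 100% = no enzyme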
ADAM17 inh: inhibitors of human ADAM17 | P78536 | recombinant ADAM17, EDANS/DABCYL FRET peptide cleavage | inhibition, % at 6.95 µM | hit rate 0.83% among 370,000 | AID 720648;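 active means inhibition above the mean of compounds lying between control limits plus 3 SD, set per campaign, cut at about 8.5% in these data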;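 further: 0% = DMSO-only wells as the low control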
* marks the source's active call; other numbers are inactive results; x = no result given.

No.	Tn6 DDE FP	PLC-gamma1 inh	DDE Tn7 FP inh	proKLK7 act	UHRF1 MBD2 ctr	PLC-beta3 inh	MBD2 inh	ARFGAP1 inhibitor	ASAP1 inh	ADAM17 inh	Structure
1	-2	5	-6	1.2	-1	1	1	-6	21	-2	CCS(=O)(=O)NC(C)C(c1cccs1)N1CCN(c2ccc(OC)cc2)CC1 (stereo unspecified)
2	0	-44	1	0.7	-3	-46	-7	6	10	-10	CN1CCN(c2nc3ccccc3nc2C(C#N)C(=O)OC2CCCCC2)CC1 (stereo unspecified)
3	1	-1	3	-0.6	4	4	5	13	-3	-2	COc1ccc(N2CCN(C(=O)CCCSc3nc4ccccc4[nH]3)CC2)cc1
4	-1	-2	6	-0.1	2	-2	3	-3	3	-7	O=C(CCn1c(=O)oc2ccccc21)NCCCN1CCCC1=O
5	2	7	5	-0.7	4	1	2	8	5	-1	O=C(CC1SC(=NCCc2ccccc2)N(/N=C/c2cccs2)C1=O)Nc1ccc(Cl)cc1 (stereo unspecified)
6	1	2	-1	0.4	-1	-3	-5	10	-3	-2	CC1CCCC(NC(=O)COC(=O)c2n[nH]c3ccccc23)C1C (stereo unspecified)
7	6	0	3	-0.2	1	-6	4	4	3	-2	CC(=O)Nc1ccc(S(=O)(=O)NCCS(=O)(=O)N2CCN(c3ccccc3F)CC2)cc1
8	-2	-2	0	0.2	4	0	3	-1	-15	-2	CCc1ccc(N/C(=N/c2nc(C)cc(C)n2)NC(C)=O)cc1
9	0	-3	-1	-0.1	0	1	-3	9	-16	0	CCc1c(C)nc(SCC(=O)Nc2ccc(Br)cc2)[nH]c1=O
10	-11	-16	-4	0.2	-13	-36	-9	2	-13	7	CC(=O)NC(c1ccc(Cl)cc1)c1ccc2cccnc2c1O (stereo unspecified)
11	-3	2	-4	0.0	-1	2	-3	11	5	1	Cc1cc(=O)n(C(C)Cc2ccccc2)n1C(C)Cc1ccccc1 (stereo unspecified)
12	-2	-3	4	0.6	-2	-11	2	-4	4	-16	COc1ccc(/C(C)=N/NC(=O)CNC(=O)/C=C/c2ccccc2OC)cc1
13	0	3	-1	0.0	-1	5	0	-14	-3	2	Cc1ccc(NC(=O)c2ccc(CSc3nnc(-c4ccncc4)n3C)cc2)c(C)c1
14	-12	-4	-1	0.9	3	-1	1	4	-6	-7	CCCn1c(=O)c(Cc2ccccc2)c(O)c2ccccc21
15	-5	-1	-2	-0.3	5	-16	6	0	5	-2	COc1ccc(OCc2cc(C(=O)NCC3CCOCC3)no2)c(Cl)c1
16	7	-23	9	1.0	4	-30	-3	3	-7	4	COc1ccc(-n2nc(C(=O)NCC(=O)NCCc3ccc(OC)c(OC)c3)c3ccccc3c2=O)cc1Cl
17	1	0	1	-0.3	-2	2	1	10	-9	-2	COc1ccc(CN2CCOCC2)cc1
18	0	-4	0	-0.2	1	-7	5	-3	-5	-2	CC1CC(C)CN(C(=O)C2CCN(S(=O)(=O)c3cccs3)CC2)C1 (stereo unspecified)
19	1	-1	-3	-0.4	0	2	1	-4	-5	-2	Cc1ccc(C(=O)NCCc2cccs2)cc1
20	4	2	-2	0.0	0	2	-1	-1	-3	2	COc1ccc(C(=O)NCCSCc2ccccc2C)cc1
21	0	0	-2	-0.3	-4	-4	2	2	0	-1	CCOC(=O)C(=Cc1ccc(Br)cc1)C(=O)OCC
22	1	2	-1	0.2	0	2	-2	6	3	0	Cc1cccc(-c2nnn(CC/C(N)=N/O)n2)c1
23	5	-1	-2	-0.3	5	4	4	x	x	-3	O=C(c1ccc(Cl)cc1)N1CCC(Oc2cccnc2)CC1
24	3	-80	-8	9.9	0	-104	-3	3	7	-51	O=C(Cc1coc2cc(O)ccc12)N1CCN(S(=O)(=O)c2ccc(Br)cc2)CC1
25	-2	0	-2	-0.5	1	1	1	4	-3	1	CN(C1CCCCC1)S(=O)(=O)c1ccc2c(c1)c(=O)c(C(=O)NCCCN1CCCC1)cn2C
26	-6	-8	2	-0.8	-2	-6	1	5	-4	-6	Cc1ccc(/C=C/c2nnc(-c3ccccc3)o2)cc1
27	6	-1	8	0.0	-1	-9	-8	-1	5	-2	CCn1c(SCc2ccccc2)nc2c(c1=O)SCC2
28	-2	1	-6	0.3	-1	0	0	-6	4	-2	Cc1ccc(S(=O)(=O)NCCC(=O)Nc2nnc(C3CC3)s2)cc1C
29	1	0	8	0.0	-1	-4	1	-2	-8	-3	COc1ccc(-n2nnnc2SCC(=O)NC2CC2)cc1
30	-1	12*	-4	-0.2	6	5	-7	-2	12	4	Cc1cnc(C(=O)OCC(=O)Nc2ccc(Cl)cc2)cn1

Random excerpt: 2 entries already listed, in no set order.
No.	Tn6 DDE FP	PLC-gamma1 inh	DDE Tn7 FP inh	proKLK7 act	UHRF1 MBD2 ctr	PLC-beta3 inh	MBD2 inh	ARFGAP1 inhibitor	ASAP1 inh	ADAM17 inh	Structure
18	0	-4	0	-0.2	1	-7	5	-3	-5	-2	CC1CC(C)CN(C(=O)C2CCN(S(=O)(=O)c3cccs3)CC2)C1 (stereo unspecified)
5	2	7	5	-0.7	4	1	2	8	5	-1	O=C(CC1SC(=NCCc2ccccc2)N(/N=C/c2cccs2)C1=O)Nc1ccc(Cl)cc1 (stereo unspecified)

Given with values under each structure: entries from further up.
Below each SMILES: Tn6 DDE FP	PLC-gamma1 inh	DDE Tn7 FP inh	proKLK7 act	UHRF1 MBD2 ctr	PLC-beta3 inh	MBD2 inh	ARFGAP1 inhibitor	ASAP1 inh	ADAM17 inh
#8 CCc1ccc(N/C(=N/c2nc(C)cc(C)n2)NC(C)=O)cc1
    -2	-2	0	0.2	4	0	3	-1	-15	-2
#20 COc1ccc(C(=O)NCCSCc2ccccc2C)cc1
    4	2	-2	0.0	0	2	-1	-1	-3	2
#28 Cc1ccc(S(=O)(=O)NCCC(=O)Nc2nnc(C3CC3)s2)cc1C
    -2	1	-6	0.3	-1	0	0	-6	4	-2
#5 O=C(CC1SC(=NCCc2ccccc2)N(/N=C/c2cccs2)C1=O)Nc1ccc(Cl)cc1 (stereo unspecified)
    2	7	5	-0.7	4	1	2	8	5	-1
#6 CC1CCCC(NC(=O)COC(=O)c2n[nH]c3ccccc23)C1C (stereo unspecified)
    1	2	-1	0.4	-1	-3	-5	10	-3	-2

Later entries
No.	Tn6 DDE FP	PLC-gamma1 inh	DDE Tn7 FP inh	proKLK7 act	UHRF1 MBD2 ctr	PLC-beta3 inh	MBD2 inh	ARFGAP1 inhibitor	ASAP1 inh	ADAM17 inh	Structure
31	-2	10*	6	0.0	2	0	10	x	x	-10	O=S1(=O)c2ccc(Br)cc2OC[C@H](Cc2ccccc2)N1Cc1cn(Cc2ccccc2)nn1
32	-1	0	4	-0.2	-3	-3	-5	17	9	0	CCOC(=O)C1CCN(S(=O)(=O)c2ccc(NC(=O)c3ccco3)cc2)CC1
33	0	-1	-7	0.4	3	-1	0	11	1	-1	COC(=O)CCC(=O)Nc1nc(-c2ccccc2)cs1
34	-2	1	2	0.0	1	1	-1	4	-4	-2	O=C(NN1C(=O)c2ccccc2C1=O)c1ccncc1
35	2	-8	-4	0.8	-3	-9	-2	7	3	0	CCOC(=O)C1C(=O)C=C(c2ccc([N+](=O)[O-])cc2)CC1c1ccccc1 (stereo unspecified)
36	3	0	6	-0.1	-1	-4	-3	9	-13	-2	CCc1nc2ccccc2c(C(=O)Nc2ccc(F)cc2)c1C
37	-1	1	-2	-1.0	0	7	-6	1	12	2	Cc1cccc(N(CC(=O)NC2CCCC2)C(=O)c2cc3cc4cccc(C)c4nc3s2)c1C
38	6	2	-5	-0.1	2	-1	-7	8	-10	2	Cc1nc2ccc(F)cc2cc1C(=O)Nc1ccc(Cl)c(Cl)c1
39	0	0	-5	-0.2	5	-2	-4	5	-15	0	Cc1cccc(NC(=O)CSc2nnc(CNC(=O)c3ccco3)n2C)c1
40	-7	2	-4	-0.4	1	0	-1	5	5	0	COc1ccc(/C=N/N2CCN(C)CC2)c(OC)c1OC
41	2	0	0	0.1	0	-2	-1	0	3	-7	CCC(C)NC(=O)c1ccc(NC(=O)C2CCCO2)cc1 (stereo unspecified)
42	1	1	3	0.3	-1	3	0	-4	-2	-1	Cc1ccc(C(=O)CNc2cccc([N+](=O)[O-])c2)cc1
43	-3	1	-1	-1.3	-2	-6	-3	-16	2	-5	COCCN(C(=O)CSCc1ccccc1)c1c(N)n(Cc2ccccc2)c(=O)[nH]c1=O
44	3	5	4	0.3	3	-3	8	4	8	-5	CN1CCC(N(C)S(=O)(=O)c2ccc(NC(=O)COc3cccc(Cl)c3)cc2)CC1
45	1	1	-8	-0.7	3	2	-1	13	-1	-4	Cn1c(-c2ccccc2)cnc1SCC(N)=O
46	4	-29	-1	-5.2	-3	-41	-2	5	7	-9	O=C(N/N=C/c1cc(Cl)ccc1O)c1cccnc1
47	6	2	-1	0.1	-2	6	-6	4	6	2	CCCCN(CC)C(=O)/C=C/c1cccc([N+](=O)[O-])c1
48	-5	-16	-2	-0.3	2	-28	0	-5	4	-6	O=C(c1nn2c(C(F)(F)F)cc(-c3ccccc3)nc2c1Cl)N1CCN2CCCC2C1 (stereo unspecified)
49	2	-57	-2	0.3	-3	-76	-2	7	-11	0	CCOC(=O)/C(C#N)=C1/C=C(C)c2ccccc2N1
